# Source: PubChem
# TSHR antagonist: Antagonists of the Thyroid Stimulating Hormone Receptor: HTS campaign; activity change, negative = inhibition, % at 11.5 µM; 330,000 compounds, 0.2% hits; TSHR-expressing cells, TSH-stimulated cAMP HTRF, 2 h; stronger effect = lower value;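 active means activity change below a set negative limit, meaning inhibition stronger than a set level, cut at about -70% in these data; inconclusive means activity change between two set negative limits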; further: on the % scale 0 is the no-effect control and ±100 the full control effect
#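 TSHR-expressing cells, 200/well, pre-treated with compound, then stimulated with EC80 TSH (4nM final) for 2 hours at 37 deg C. cAMP measured by competitive HTRF: anti-cAMP cryptate antibody in lysis buffer plus cAMP-d2, read after 30 minutes at room temperature.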
# Mito fusion yeast: qHTS Assay for Small Molecule Inhibitors of Mitochondrial Division or Activators of Mitochondrial Fusion; S. cerevisiae fusion-defective mutant growth rescue, CellTiterGlo 48 h; Potency, µM (series often up to 46.1 µM), for the others: at the top dose growth rescue (activation), actives largely listed as activators; 320,000 compounds, 0.23% hits; AID 485298, 2010;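 further: potency means the concentration at half of the fitted maximal effect; % of control where 0% means no effect; nearly all actives have a fitted effect of over 45% in size; temperature-sensitive fusion mutants such as fzo1-1 at 37 °C on non-fermentable ethanol glycerol medium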
#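 Compounds are tested for their ability to restore growth of mitochondrial fusion-defective yeast strains at non-permissive 37C in YPEG medium over 48 hours. Viability is quantified by luciferase luminescence.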
# A-T KAP1 phos: qHTS Assay for Identifying a Potential Treatment of Ataxia-Telangiectasia; […] A-T fibroblasts, KAP-1 phosphorylation AlphaLISA; neocarzinostatin DNA damage 30 min before lysis; Potency, µM (titrated, usually from 57.5 µM), for the others: at the highest dose activation, actives largely listed as activators; 320,000 compounds, 0.19% hits; AID 485349, 2010; further: potency means the concentration at half of the fitted maximal effect; % of control where 0% means no effect; nearly all actives have a fitted effect of over 45% in size
#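 ATM-like activity read as KAP-1 phosphorylation via AlphaLISA donor/acceptor antibody pairs after lysis and 6 hr at 25C. Cells were ATM-null patient fibroblasts ([…], hTERT), dosed 60 min, then exposed to the DSB inducer NCS for 30 min.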
# Integrin act MD: qHTS for Activators of Integrin-Mediated Alleviation for Muscular Dystrophy; alpha7betagal myoblasts, beta-gal FDG fluorescence, 48 h; 350,000 compounds, 0.064% hits; Potency, µM (series often up to 38.3 µM), without a hit: top-dose activation, actives largely listed as activators;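 further: potency means the concentration at half of the fitted maximal effect; 100% = response of the positive control SU9516; nearly all actives have a fitted effect of over 60% in size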
#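 alpha7betagal+/- myoblasts (passage 13, 250/well) treated 48 h at 37C with compounds at 1:260 dilution of DMSO stock. Lysed, then beta-galactosidase activity read as FDG fluorescence (ex 480/em 540) after 30 min, with pre-read for autofluorescence.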
# ELG1 DNA repair: qHTS screen for small molecules that inhibit ELG1-dependent DNA repair in human embryonic kidney (HEK293T) cells expressing luciferase-tagged ELG1; HEK293T ELG1-luciferase reporter, luminescence, 16 h; DNA damage induced by 5-fluorouridine; Potency, µM (top dose mostly 46.1 µM), inactives show at the highest dose activity change, negative = inhibition, actives largely listed as inhibitors; 330,000 compounds, 2.3% hits; AID 504467, 2011; further: potency means the concentration at half of the fitted maximal effect; on the % scale 0 is the no-effect control and ±100 the full control effect; nearly all actives have a fitted effect of over 55% in size
#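 In this reporter screen, reduction of luminescence relative to DMSO vehicle indicated activity. Compounds and 5-fluorouridine were added together to 2,000 cells per well, incubated for 16 hr at 37 °C, then developed with ONE-Glo.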
# TCR activator: Activators of T cell receptors: qHTS campaign; AID 504894, 2011; 330,000 tested, under 10 active; primary human leukocytes, anti-CD3, IL-2 HTRF, 48 h; Potency, µM (highest dose often 9.22 µM), for inactives: at the highest dose activation of IL-2 secretion, hits mostly activators; further: % of control where 0% means no effect
#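 Activity was scored as IL-2 release from primary human leukocytes given only a TCR signal (a-CD3 beads) plus compound for 48 hr. Detection used a two-antibody HTRF format read at 665nm.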
# PTAP TSG101 blk: qHTS Assay for Iinhibitors of HIV-1 Budding by Blocking the Interaction of PTAP/TSG101 | Fluorescence polarization, FITC-PTAP peptide / Tsg101 binding | 340,000 tested, under 10 active | Potency, µM (series often up to 115 µM), inactives show at the top dose activity change, negative = inhibition, actives largely listed as inhibitors; active means well fitted inhibition curve with a large enough effect in the main read-out, with a control signal flat, not every such curve was filed as active; inconclusive means small, poorly fitted or top-dose-only effect, or effect the other way, or a change in a side signal; inactive means no such curve, though single readings can be large or run the other way; further: potency means the concentration at half of the fitted maximal effect; % of control where 0% means no effect
# Target sequence (Q99816 whole entry, looked up): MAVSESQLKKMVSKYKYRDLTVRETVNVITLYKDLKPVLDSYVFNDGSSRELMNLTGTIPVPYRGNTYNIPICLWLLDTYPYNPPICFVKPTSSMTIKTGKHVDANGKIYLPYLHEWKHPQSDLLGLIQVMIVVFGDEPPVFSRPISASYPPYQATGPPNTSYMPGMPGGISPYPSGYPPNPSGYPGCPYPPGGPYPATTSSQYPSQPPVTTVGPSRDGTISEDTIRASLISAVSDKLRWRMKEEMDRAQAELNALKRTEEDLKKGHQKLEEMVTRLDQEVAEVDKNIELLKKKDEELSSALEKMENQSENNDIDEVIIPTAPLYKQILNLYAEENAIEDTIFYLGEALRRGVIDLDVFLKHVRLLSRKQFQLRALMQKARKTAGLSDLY
#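 Tsg101 binding domain (10 uM final) was mixed with compound and a FITC-labeled PTAP peptide (50 nM final) in HEPES pH 7.5 buffer with NaCl, Tween 20, EDTA and TCEP; fluorescence polarization was read after 20 min at r.t.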
# Tb PFK inh: qHTS Assay to Find Inhibitors of T. brucei phosphofructokinase; T. brucei PFK, ADP-Glo luminescence; Potency, µM (top dose mostly 57.5 µM), without a hit: top-dose activity, negative = inhibition, hits mostly inhibitors; 330,000 compounds, 0.17% hits; AID 485367, 2010;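 further: potency means the concentration at half of the fitted maximal effect; 0% = uninhibited 1x PFK enzyme wells and -100% = no-enzyme wells; nearly all actives have a fitted effect of over 60% in size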
#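 PFK 1.25 nM, F6P 0.5 mM, ATP 0.1 mM, 0.1 M TEA pH 8.0, 5 mM MgCl2, 0.01% Tween20, 0.1% BSA; 45 min RT. ADP-Glo readout. qHTS titration up to 57 uM; curves fitted, compounds curve-classed.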
# S-ASM inh: Inhibitors of Secretory Acid Sphingomyelinase (S-ASM): qHTS; Potency, µM (top dose mostly 57.5 µM), for inactives: at the top dose activity change, negative = inhibition, hits mostly inhibitors; placental ASM, HMU-PC fluorogenic substrate, 60 min; 340,000 compounds, 0.006% hits; Sphingomyelin phosphodiesterase (Homo sapiens), P17405; AID 504937, 2011; further: potency means the concentration at half of the fitted maximal effect
# Target sequence (P17405 47-631 limits assumed): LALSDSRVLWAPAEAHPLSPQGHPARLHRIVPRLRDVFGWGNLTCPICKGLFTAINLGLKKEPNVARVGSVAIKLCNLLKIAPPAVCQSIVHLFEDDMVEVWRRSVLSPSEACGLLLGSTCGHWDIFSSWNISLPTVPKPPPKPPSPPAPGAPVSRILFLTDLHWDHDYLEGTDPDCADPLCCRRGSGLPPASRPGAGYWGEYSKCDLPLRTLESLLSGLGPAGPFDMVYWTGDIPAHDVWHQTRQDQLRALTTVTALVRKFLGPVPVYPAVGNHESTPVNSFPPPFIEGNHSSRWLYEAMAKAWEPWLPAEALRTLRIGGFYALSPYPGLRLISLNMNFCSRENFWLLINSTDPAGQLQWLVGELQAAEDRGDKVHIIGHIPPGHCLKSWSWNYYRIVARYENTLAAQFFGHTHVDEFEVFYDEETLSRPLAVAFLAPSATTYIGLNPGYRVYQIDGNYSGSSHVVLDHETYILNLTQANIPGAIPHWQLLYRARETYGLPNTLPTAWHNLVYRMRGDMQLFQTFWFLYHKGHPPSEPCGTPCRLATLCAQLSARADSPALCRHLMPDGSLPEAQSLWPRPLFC
#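 Fluorogenic HMU-PC substrate (9 uM final) is turned over by placental ASM in 60 min at 37 C after a 10 min compound preincubation. Reaction ended by alkaline stop (pH 10), with fluorescence read at 386/447 nm.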
# Chronic BCR inh: qHTS Assay to Find Inhibitors of Chronic Active B-Cell Receptor Signaling; 340,000 compounds, 0.05% hits; Potency, µM (titrated, usually from 46.1 µM), for the others: at the top dose ratio change, negative = lower green/red ratio, actives largely listed as inhibitors; ABC-DLBCL IkBa-CBG/CBR reporter, luminescence ratio, 4 h; active means well fitted inhibition curve with a large enough effect in the signal ratio, with a control signal flat, not every such curve was filed as active; inconclusive means small, poorly fitted or top-dose-only effect, or effect the other way, or a change in a side signal; the % refers to the signal ratio;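 further: potency means the concentration at half of the fitted maximal effect; plate controls were basal doxycycline-induced cells for no effect and cells given 10 µM MG132 for full effect; MG132 reads +100%, hits lower the ratio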
#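 Concentration-response series (up to 46 uM) were applied to TMD8 dual-reporter cells for 4 h at 37C with doxycycline. Green/red ratio, after filter-overlap correction, defined %Activity; red signal alone was normalised to basal cells and zero luminescence.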
# Eya2 phos inh: qHTS Assay for Inhibitors of the Phosphatase Activity of Eya2; Protein phosphatase EYA2 (Homo sapiens), O00167; recombinant Eya2, OMFP fluorescence dephosphorylation (OMFP is methylfluorescein phosphate); Potency, µM (highest dose often 76.9 µM), without a hit: at the highest dose activity, negative = inhibition, most hits filed as inhibitors; 330,000 compounds, 0.006% hits; further: potency means the concentration at half of the fitted maximal effect; on the % scale 0 is the no-effect control and ±100 the full control effect
#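 Eya2 protein (added as 0.2 uM solution) was preincubated with compound for 10 min at ambient temperature in 50 mM HEPES pH 7.5, 50 mM NaCl, 5 uM MgCl2, 0.05% BSA, 1 mM DTT. OMFP (added at 50 uM) then reacted 10 min; fluorescence read at 485/525 nm.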
# Numbers without * were called inactive; u = inconclusive; x = no result given; [ ] = dose if it differs, or a comment. Unless noted, the call rests on the fitted dose curve; in most records, active means well fitted curve in the direction sought with a large enough effect; inconclusive means small, poorly fitted or top-dose-only effect, or another doubt; inactive means no such curve, though single readings can be large; an effect the other way counts as inactive or inconclusive.
# Below each compound – TCR activator	TSHR antagonist	Eya2 phos inh	Mito fusion yeast	Chronic BCR inh	S-ASM inh	ELG1 DNA repair	Integrin act MD	Tb PFK inh	A-T KAP1 phos	PTAP TSG101 blk
O=C(N/N=C/c1ccc(O)cc1)c1csc2c1CCCC2
 : 4.2%[46.1 µM]	14.8	-7.1%	4.0%	u	-3.1%	26.7%	-21.1%	1.3%	-0.9%	-3.9%
O=c1c2nnn(-c3ccc(Cl)cc3)c2ncn1Cc1ccccn1
 : 7.2%	14.0	-5.5%	-1.9%	0.2%	5.2%	-4.8%	0.2%	1.0%	-1.1%	1.2%
Cc1nccn1CCC(=O)O
 : -5.5%	-8.2	-4.8%	0.3%	0.6%	3.4%	-1.2%	2.7%	2.9%	-7.0%	0.6%
COc1ccccc1-n1ccnc1SCC(=O)NC1CCCC1
 : 7.7%	15.7	0.9%	-6.3%	-2.7%	1.1%	-9.4%	9.6%	-6.7%	-0.1%	-1.7%
CCOC(=O)N1CCN(S(=O)(=O)c2c(C)cc(C)cc2C)CC1
 : -3.2%	-1.5	2.6%	8.6%	0.3%	-2.7%	-6.4%	u	4.6%	7.2%	0.3%
CCOC(=O)CN1CC23C=CC(O2)C(C(=O)N2CCN(c4ccc(F)cc4)CC2)C3C1=O (stereo not drawn)
 : 3.8%[46.1 µM]	-0.3	-11.9%	0.2%	0.0%	-2.4%	13.3%	-21.0%	1.0%	-5.4%	-3.7%
CC(C)C(NS(=O)(=O)c1cccc2nsnc12)C(=O)Nc1nccs1 (stereo not drawn)
 : -1.1%	8.4	2.2%	-0.5%	-0.7%	0.3%	23.2%	-0.4%	-2.5%	-10.3%	-2.0%
CCOc1ccc(NC(=O)CN(c2ccc([N+](=O)[O-])cc2)S(=O)(=O)c2ccccc2)cc1
 : -1.1%[46.1 µM]	-5.4	-6.4%	19.7%	0.5%	-2.6%	10.3µM*	-22.6%	2.3%	-1.2%	4.0%
OCCSc1nnc(Nc2ccccc2)s1
 : 9.0%	-44.4	7.2%	1.5%	u	1.0%	u	-6.0%	1.2%	2.7%	0.1%
COCCOC(=O)c1c(C)n(C)c2ccc(OC(=O)N3CCOCC3)cc12
 : x	x	-2.5%	-4.3%	u	0.6%	-24.1%	18.7%	0.4%	22.9%	-7.7%
CCNc1nc(NCC)nc(SCCOC(=O)COc2ccc(Cl)cc2Cl)n1
 : -0.8%	-5.8	-16.3%	-0.5%	u	-5.7%	u	-5.3%	-2.2%	-0.7%	-4.1%
O=C(COn1nnc2ccc(Cl)cc21)Nc1ccc(F)cc1
 : 6.2%	-2.7	-8.5%	20.1%	-1.2%	2.6%	-4.0%	4.5%	-5.4%	5.5%	-8.2%
O=C1NCCCc2c1oc1ccc(O)cc21
 : 1.3%	45.8	-24.0%	1.3%	u	3.5%	u	18.0%	0.5%	6.2%	-8.2%
CC(C)[C@H](NC(=O)OCc1ccccc1)C(=O)OCC(=O)Nc1ccc(N2CCOCC2)cc1
 : -3.5%	-4.3	4.1%	2.9%	-0.2%	-0.1%	11.9%	-33.5%	0.0%	-1.2%	-0.1%
CC[C@]12c3[nH]c4ccc(Cl)cc4c3CCN1C(=O)[C@@H](CC(=O)NCCCn1ccnc1)C[C@@H]2C(=O)N1CCN(C(=O)C2CC2)CC1
 : 1.1%[46.1 µM]	2.3	5.8%	x	2.7%	2.2%	13.4%	2.8%	0.7%	4.2%	2.5%
Cn1ncc(Br)c1N1C(=O)CCC1=O
 : 10.5%	0.4	2.6%	2.5%	-0.7%	-3.1%	15.6%	u	-9.6%	-2.3%	0.9%
O=C(NNC(=O)c1ccccc1[N+](=O)[O-])c1ccc(NC(=O)c2ccccc2)cc1
 : -40.3%	-18.4	-28.7%	-7.5%	-0.2%	-0.4%	10.5%	8.5%	1.0%	7.4%	1.0%
FC(F)(F)c1cccc(N2CCN(c3ccc4nnc(-c5ccccc5)n4n3)CC2)c1
 : x	-0.5	-5.8%	4.0%	-1.5%	u	u	-43.0%	3.7%	-7.1%	x
COc1ccc(NC(=O)c2csc(Cc3ccccc3)n2)cc1
 : 6.0%	-24.5	10.3%	22.9%	-3.2%	-1.9%	u	-11.7%	-0.8%	1.8%	-0.7%
CNC(=O)CN(C1CCCCC1)S(=O)(=O)c1ccc(OC)c(Cl)c1
 : 7.2%	1.2	1.0%	-6.0%	5.5%	-1.3%	-0.8%	9.2%	0.2%	4.1%	-0.1%
Cc1ccc(OCc2cc(C(=O)N3CCN(C4CCCCC4)CC3)no2)cc1C
 : -0.2%	-6.8	0.7%	-26.1%	-1.1%	3.8%	u	18.8%	-2.4%	5.7%	-1.5%
CC1CC(C)CN(S(=O)(=O)c2ccc(C(=O)Nc3nnc(C4CC4)o3)cc2)C1 (stereo not drawn)
 : -3.5%	u	-2.4%	1.4%	-0.9%	-1.4%	5.5%	-28.3%	0.5%	-7.7%	-20.4%
CC(=O)Nc1ccc(NC(=O)CSc2nnc3ccc(-c4ccc(F)cc4)nn23)cc1
 : 10.4%	-3.5	-24.5%	3.2%	2.7%	3.8%	u	-19.3%	0.7%	-1.4%	-0.2%
COc1ccc(CCC(=O)N/N=C\c2cccs2)cc1
 : -8.4%	-2.8	-9.5%	-4.3%	-13.5%	6.5%	4.2%	0.0%	2.0%	5.0%	-7.2%
Cc1ccc2c(C(=O)CCl)c(C)[nH]c2c1
 : 2.2%	-12.3	-2.5%	-35.6%[inhibitor]	u	1.6%	-17.0%	-49.0%[inhibitor]	2.6%	-4.2%	-2.8%
O=C(Nc1ccc(Cl)c(Cl)c1)N1CC=C(c2ccccc2)CC1
 : 0.5%	-15.5	11.0%	-13.2%	9.4%	0.5%	-3.4%	-36.7%	-23.1%	0.7%	-1.8%
COc1cccc(/C=N/Nc2nn3cnnc3c3ccccc23)c1O
 : -2.5%	-20.1	11.9%	1.3%	6.5%	-9.9%	-4.9%	-15.7%	-2.6%	5.9%	-3.6%
CCCc1cc(=O)oc2cc(OCC(=O)NCCCN3CCOCC3)ccc12
 : 6.8%	-4.7	9.6%	10.5%	-6.4%	12.3%	29.8%	11.4%	0.8%	1.7%	1.5%
Nc1cccc(-n2nnnc2CN2CCOCC2)c1
 : -1.3%	8.7	3.3%	-5.4%	-0.6%	3.9%	-9.1%	-10.1%	2.0%	-6.8%	-7.1%
CCN(CCCNC(=O)CCC(=O)N1CCOc2ccccc21)Cc1ccccc1
 : -1.6%	1.6	-5.3%	-0.9%	-14.0%	0.6%	8.5%	-16.7%	-1.2%	-3.3%	-5.6%
CCn1cc(CN2CCC(n3nccc3NC(=O)c3ccccc3C)CC2)c(C)n1
 : 4.4%	-4.1	-7.2%	-7.3%	-0.9%	6.4%	9.5%	-5.6%	-12.7%	1.6%	-1.9%
